RTF Ca sens inh: cardiac RTF calcium desensitization. P19429+P45379. IANBD-labeled cardiac RTF, Ca2+ fluorescence. actives 0.12% (n = 340,000). inhibition, % at 7.15 µM. AID 493244;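 active = inhibition above the mean inhibition of all tested compounds plus 3 SD, cut at about 17% in these data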;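 also: assay run at fixed EC70 calcium of 1.6 mM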
LANA DNA inh: blocks KSHV LANA C-terminal domain binding to DNA. MBP-C-LANA/FAM-LBS DNA binding, fluorescence polarization. inhibition, % at 9 µM. actives 0.078% (n = 340,000). AID 504423;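 active = highest replicate inhibition at or above 60% at 9 µM, even if other replicates fall short; inactive = all replicates below 60% inhibition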;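 also: 0% = neutral control wells and 100% = 4 µM acridine orange control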
PfHsp90 set2: inhibits growth of yeast expressing Plasmodium falciparum Hsp90 | S. cerevisiae expressing PfHsp90, BacTiter-Glo ATP, 48 h; yeast lacking PDR1 and PDR3 efflux regulators | inhibition, % at 9.4 µM | actives 0.32% (n = 310,000) | AID 504621;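 active = every replicate shows inhibition above about 80%, whatever the replicate mean, limit read from the data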;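 also: 0% = DMSO neutral controls and 100% = 20 µM radicicol positive controls; yeast relying on Plasmodium falciparum Hsp90 in place of its own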
Keap1 Nrf2 FP: inhibitors of human Keap1-Nrf2 protein-protein interaction; Q14145; Keap1 Kelch-Nrf2 peptide fluorescence polarization, 1536-well; AID 504523; actives 0.15% (n = 340,000); inhibition, % at 9.4 µM; in the data active = inhibition above about 12%;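 also: human Keap1 Kelch domain with fluorescein labeled Nrf2 9mer peptide probe; 0% = neutral control wells and 100% = peptide positive control; higher means more block of Keap1 binding to Nrf2 peptide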
NSD2 HMT inh: NSD2 (human) methyltransferase inhibition; NSD2 peptide methylation, AlphaScreen, 120 min; inhibition, % at 12.5 µM; actives 0.54% (n = 310,000); in the data active = inhibition above about 50%
Rtt109 HAT inh: inhibitors of Candida albicans Rtt109/Vps75 histone acetyltransferase; actives 0.16% (n = 330,000); inhibition, % at 34.9 µM; purified Rtt109/Vps75, ThioGlo CoA-SH fluorescence, 4 h; Q5AAJ8;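 active = inhibition of at least 50% in every replicate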
Target sequence (Q5AAJ8 whole entry, looked up): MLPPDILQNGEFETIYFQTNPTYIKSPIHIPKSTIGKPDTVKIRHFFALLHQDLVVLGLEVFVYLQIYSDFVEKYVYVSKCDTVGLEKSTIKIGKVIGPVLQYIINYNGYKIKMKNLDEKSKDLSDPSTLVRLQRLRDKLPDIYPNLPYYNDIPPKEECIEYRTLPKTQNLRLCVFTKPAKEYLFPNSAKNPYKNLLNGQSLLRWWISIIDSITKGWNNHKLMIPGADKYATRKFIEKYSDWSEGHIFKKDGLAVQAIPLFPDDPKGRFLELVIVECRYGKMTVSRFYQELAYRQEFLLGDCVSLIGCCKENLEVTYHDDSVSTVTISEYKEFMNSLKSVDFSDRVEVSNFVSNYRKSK
PvdQ acylase: P. aeruginosa PvdQ acylase inhibition. purified PvdQ acylase, fluorescence plate reader. actives 0.063% (n = 340,000). inhibition, % at 10 µM. AID 488965; in the data active = inhibition above about 30%, passing the limit was not always enough;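 also: 0% = vehicle neutral wells and 100% = reference inhibitor wells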
RTF Ca sens act: cardiac RTF calcium sensitization. P19429+P45379. AID 493008. activation, % at 7.2 µM. IANBD-labeled TnC RTF fluorescence at EC20 calcium; 0% EC20 calcium, 100% full calcium. actives 0.24% (n = 340,000);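 active = activation above the mean over all tested compounds plus 3 SD, cut at about 30% in these data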;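 also: rise in fluorescence read as greater calcium sensitivity of cardiac thin filaments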
dFosB act: enhances mouse delta FosB homodimer DNA binding | actives 0.99% (n = 340,000) | activation, % at 25 µM | AID 493131 | purified delta FosB, TAMRA-CDK5 oligo fluorescence polarization; percent of positive-control signal above neutral wells | P13346;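 active = mean activation above about 17%, with every replicate also reaching it, limit read from the data, passing the limit was not always enough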;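 also: fluorescence polarization rise as delta FosB binds a TAMRA Cdk5 AP-1 oligo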
SUMO Mot1 rescue: inhibitors of SUMOylation pathway: yeast Mot1-301 growth rescue. actives 1% (n = 320,000). AID 2716. growth rescue, % at 18.8 µM. S. cerevisiae Mot1-301 growth rescue, ATP luminescence, 38.5C; percent above DMSO median, 100 means doubled;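 active = every valid replicate shows activation above 250% relative to neutral control wells; inactive = the rest, any valid replicate at or below 250%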;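 also: OY570 slx delta 5 strain wells were the positive control but not used for scaling; some compounds called inactive have numbers as strong as hits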
CDK5 p35 inh: blocks human CDK5/p35 kinase activity; Q00535+Q15078; Recombinant CDK5/p35, ADP-Glo luminescence, 60 min; inhibition, % at 10 µM; actives 0.01% (n = 330,000);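 active = highest replicate inhibition of at least 50% and at least 75% of replicates reaching 50%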;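 also: plate controls were DMSO neutral control for no effect and GW8510 at 10 µM for full effect; many of its hits are not listed in these tables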
Target sequence (Q00535 whole entry, looked up): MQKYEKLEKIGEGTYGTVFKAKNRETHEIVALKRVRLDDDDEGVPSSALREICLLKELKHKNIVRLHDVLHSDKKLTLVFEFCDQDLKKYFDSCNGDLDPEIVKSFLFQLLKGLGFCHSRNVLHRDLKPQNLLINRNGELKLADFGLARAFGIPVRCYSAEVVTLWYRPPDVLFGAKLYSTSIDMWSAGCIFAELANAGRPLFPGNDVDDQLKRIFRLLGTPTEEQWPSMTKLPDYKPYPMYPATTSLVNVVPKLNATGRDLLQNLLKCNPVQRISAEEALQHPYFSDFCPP
Target sequence (Q15078 whole entry, looked up): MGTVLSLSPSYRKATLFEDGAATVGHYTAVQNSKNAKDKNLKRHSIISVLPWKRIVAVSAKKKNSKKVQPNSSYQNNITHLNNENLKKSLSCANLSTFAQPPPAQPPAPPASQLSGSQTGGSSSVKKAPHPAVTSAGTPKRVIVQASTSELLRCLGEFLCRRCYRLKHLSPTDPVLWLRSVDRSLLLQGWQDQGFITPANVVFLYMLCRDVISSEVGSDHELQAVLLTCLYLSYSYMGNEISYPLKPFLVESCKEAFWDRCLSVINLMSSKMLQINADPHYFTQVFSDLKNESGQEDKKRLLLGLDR
Active calls of the source: *; . = no result given. Compounds as they come (roughly 3.2% active in at least one column).

SMILES | RTF Ca sens inh | LANA DNA inh | PfHsp90 set2 | Keap1 Nrf2 FP | NSD2 HMT inh | Rtt109 HAT inh | PvdQ acylase | RTF Ca sens act | dFosB act | SUMO Mot1 rescue | CDK5 p35 inh
COCCOC(=O)c1c(NC(=O)CNc2ccc(C)c(F)c2)sc(C(N)=O)c1C | 0 | -1.9 | -34 | -3 | -5 | -4 | -12 | -1 | -1 | 33 | 1.6
CC(C)[C@H](NC(=O)[C@@H]1Cc2ccccc2CN1C(=O)OC(C)(C)C)C(=O)NC1CCCC1 | 4 | -0.1 | -37 | -4 | 8 | 5 | -2 | 3 | -9 | 1 | -6.8
Cc1cc(C(=O)NN)c2cc(Br)ccc2n1 | -2 | -1.6 | -13 | -2 | -1 | -6 | -10 | -3 | -3 | -12 | 2.0
O=C(O)CN1C(=O)N/C(=C\c2cccn2-c2ccc(P(=O)(O)O)cc2)C1=O | -4 | -0.2 | 8 | 1 | . | 1 | -12 | 4 | 3 | -20 | 0.6
CCC(=O)Nc1cccc(NC(=S)NC(=O)c2ccc(Cl)cc2)c1 | -23 | 1.1 | -22 | -5 | -5 | -2 | -7 | -3 | -1 | -22 | -0.2
NC(=O)C1CCN(C(=O)C2CCC(=O)N(Cc3ccc(Cl)cc3)C2)CC1 (centres undefined) | 0 | 0.3 | -7 | -1 | 0 | -2 | -11 | -5 | 1 | -5 | 0.3
Cc1ccc(C(=O)NCC(=O)O)s1 | 1 | 0.2 | 11 | 4 | -2 | 17 | 1 | 7 | -6 | 687 | 1.7
COc1ccc(-c2noc(CCC(=O)N3CCC(c4cc(C)ccc4C)CC3)n2)cc1 | -4 | -1.4 | -9 | 1 | . | -17 | -7 | -2 | -6 | . | -5.4
O=C(Nc1cc(S(=O)(=O)N2CCOCC2)ccc1N1CCOCC1)c1ccc([N+](=O)[O-])s1 | -14 | 0.9 | -12 | -6 | 0 | 3 | -18 | 0 | 0 | -24 | -4.2
COc1ccc(NC(=O)c2cnc3sccn3c2=O)cc1 | 0 | -2.1 | 13 | 3 | 0 | 3 | 1 | -3 | -1 | 2 | 0.4
Cc1cccc(C(=O)NC(=S)Nc2ccc(N3CCOCC3)cc2)c1 | -19 | 0.2 | 18 | 2 | 1 | 11 | 0 | -3 | 4 | 0 | -0.9
CCSc1cnn(-c2ccccc2)c(=O)c1SCC | -4 | 0.3 | 3 | 2 | -3 | -27 | -9 | -6 | -8 | -4 | 0.7
N#Cc1c(NC(=O)COC(=O)C2CC3C=CC2C3)oc(-c2ccccc2)c1-c1ccccc1 (centres undefined) | -2 | -0.9 | -28 | -2 | 0 | 0 | -11 | 3 | -4 | 147 | -0.3
CC(=O)Nc1cc[n+](CC(=O)c2ccc(Cl)cc2)cc1 | . | 0.4 | 1 | -2 | 2 | 3 | -15 | . | -1 | -6 | -0.2
CCC(C)NS(=O)(=O)c1ccc(NC(=O)C2CCN(C(=O)c3ccco3)CC2)cc1 (centres undefined) | -2 | -0.3 | -8 | 2 | -5 | -10 | -17 | 1 | -2 | 94 | -0.1
CCn1c(SCc2nc3ccccc3[nH]2)nnc1-c1ccccc1OC | -10 | 0.1 | -9 | 1 | 27 | -7 | 7 | -8 | 1 | -3 | 0.5
Cc1ccc(NC(=O)CN(C)C(=O)c2ccc(-n3cncn3)c([N+](=O)[O-])c2)cc1 | -11 | 0.3 | -4 | -6 | 30 | 0 | -2 | -5 | 0 | 28 | 1.0
O=C1C(=O)N(CCN2CCOCC2)C(c2ccccn2)/C1=C(/O)c1ccc(F)cc1 (centres undefined) | -20 | -0.9 | -13 | 2 | 1 | -1 | 0 | -2 | 3 | 11 | -2.1
CCC1Nc2ncnc(N3CCN(c4ccccc4)CC3)c2N(Cc2ccc(C)cc2)C1=O (centres undefined) | -1 | 0.4 | 7 | -3 | . | 7 | 2 | -3 | 7 | -8 | -3.0
Cn1ccnc1SCC(=O)Nc1cc(S(=O)(=O)N2CCOCC2)ccc1Cl | 3 | -0.5 | 12 | -2 | -1 | 10 | -9 | 7 | -9 | 23 | 0.4
COC(=O)c1ccc2c(C)c(C3(O)CCCCC3)[nH]c2c1 | -16 | -0.5 | 10 | 3 | . | -27 | -22 | -4 | 1 | 54 | 0.1
OC(c1ccccc1)C(O)C(c1ccccc1)N1CCCCC1 (centres undefined) | 1 | -1.0 | . | 4 | 3 | -10 | -14 | 1 | 7 | . | -0.4
CC(=O)N1N=C(c2ccccc2)OC1(C)CC(=O)Nc1ccccc1 (centres undefined) | -16 | -1.8 | 10 | 3 | 0 | -2 | -9 | 5 | -8 | -8 | -1.0
COc1ccc(S(=O)(=O)Nc2ccc3ccccc3c2)cc1C | 2 | 2.0 | -22 | 1 | 8 | -7 | -15 | -8 | -5 | 577 | -0.7
Cc1c(NC(=O)/C=C/c2cccs2)c(=O)n(-c2ccccc2)n1C | 1 | -1.0 | 1 | -5 | 0 | -18 | -12 | 0 | 1 | 11 | 0.7
The list goes on.
SMILES | RTF Ca sens inh | LANA DNA inh | PfHsp90 set2 | Keap1 Nrf2 FP | NSD2 HMT inh | Rtt109 HAT inh | PvdQ acylase | RTF Ca sens act | dFosB act | SUMO Mot1 rescue | CDK5 p35 inh
N#CC(C(=O)O)=C1CCCC1 | -1 | -0.2 | -25 | -3 | -1 | 4 | -23 | 1 | -16 | 2 | 0.3
N#Cc1ccc2ccn(CC(=O)NC3CCCCC3)c2c1 | -2 | 0.0 | 2 | 1 | -3 | 9 | 0 | -1 | -2 | 32 | 0.9
Cc1nc2ccccn2c1C(=O)CSc1ccc(Cl)cc1Cl | -10 | -1.1 | -1 | 0 | -1 | -9 | -10 | 5 | 50* | -11 | -0.8
COc1cc(/C=N/NC(=O)c2cnccn2)ccc1O | -9 | -1.1 | . | -3 | 2 | 2 | -3 | 2 | -9 | 9 | -1.1
Cc1ccnc(N2CCC(C(=O)Nc3ccc4c(c3)OCO4)CC2)n1 | 4 | 1.2 | . | 0 | 1 | . | -4 | -1 | -3 | -4 | -0.3
c1ccc(CCn2nnnc2C(c2cccs2)N2CCN(Cc3ccc4c(c3)OCO4)CC2)cc1 (centres undefined) | -7 | 0.4 | -36 | -5 | 1 | 3 | -11 | 10 | -16 | 182 | -0.9
COc1ccccc1-c1nnc(SCC(=O)N2CCOCC2)n1-c1ccccc1 | 6 | 0.3 | -3 | -3 | -3 | -1 | -12 | 10 | 0 | -10 | -2.1
COCCN(C(=O)CSc1ncccn1)c1c(N)n(Cc2ccccc2)c(=O)[nH]c1=O | 4 | -0.5 | . | -5 | 0 | 4 | 1 | 7 | 4 | 9 | 0.7
CC(=O)Nc1ccc(NC(=O)CSc2ncc(C(=O)Nc3ccc(F)cc3)c(=O)n2C)cc1 | 3 | -0.4 | . | 2 | 0 | 9 | 0 | 1 | -7 | -1 | -0.1
C/C(=N\Nc1ccc(Cl)c(C(=O)O)c1)c1ccc(Br)s1 | 0 | 1.0 | 4 | -4 | 8 | 0 | -3 | -8 | -4 | -5 | -2.4
O=C1NC(=O)C(Cc2ccc(Cl)cc2)(c2ccccc2)N1 (centres undefined) | -2 | -0.8 | 9 | -3 | -2 | 0 | -9 | 0 | -6 | . | 0.5
C[C@@H](NC(=O)[C@@H]1Cc2ccccc2CN1C(=O)OC(C)(C)C)C(=O)NC1CCCCC1 | -2 | 1.9 | -21 | -3 | -6 | -8 | -17 | 5 | -12 | -18 | -5.2
CCOc1ccc(/C=C/C(=O)c2ccc(-c3ccccc3)cc2)cc1 | -12 | -0.1 | 1 | -4 | -1 | 14 | 13 | 4 | 0 | 28 | 0.2
COc1ccc(C(=O)n2cnc(N)n2)cc1 | -3 | 0.0 | . | -1 | 0 | -4 | -5 | 9 | -11 | -27 | 1.1
Cc1ccc(NC(=O)C2(S(=O)(=O)c3ccc(C)cc3)CC2)cc1 | -1 | -0.1 | . | 0 | -4 | -8 | -6 | 2 | 4 | 0 | -0.9
O=C(COC(=O)c1ccc(S(=O)(=O)Nc2ccccc2)cc1)NCCC1=CCCCC1 | -6 | 1.2 | -4 | -1 | 1 | -2 | -11 | -2 | -17 | 199 | 0.3
CC(NC(=O)c1ccc(S(C)(=O)=O)cc1)c1cccc2ccccc12 (centres undefined) | -6 | -1.3 | -11 | 2 | . | -1 | -4 | -8 | -7 | -16 | -2.0
COc1ccc(/C=N/NC(=O)c2cc(-c3cccc(C)c3)nc3ccccc23)cc1O | -9 | 2.4 | -13 | -3 | . | -16 | -13 | 3 | -11 | -1 | -2.8
COc1ccccc1N1CCN(C(=O)Cn2c(=O)[nH]c3ccsc3c2=O)CC1 | -16 | -0.2 | 64 | -6 | -2 | -1 | -6 | 0 | -9 | 18 | -3.2
O=C(Nc1ccccc1)C1C2/C=C\CCCCC21 (centres undefined) | 4 | 0.0 | -18 | 0 | -2 | . | -3 | 1 | 1 | 0 | -1.1
Cc1ccc(C(=O)Oc2ccc(N3C(=O)CCC3=O)c(C)c2)cc1 | -8 | -0.8 | 2 | -5 | -2 | 5 | 1 | 4 | -1 | 15 | -4.7
O=C(Cc1ccc(Cl)cc1)NC(=S)Nc1ccccc1N1CCOCC1 | 8 | 1.6 | -118 | 3 | -2 | 8 | -3 | -4 | 0 | 815* | 0.6
O=C(NNC(=O)c1ccc(O)c(Cl)c1)c1cccc(S(=O)(=O)N2CCOCC2)c1 | 3 | -1.0 | 8 | -4 | -1 | 7 | 8 | -4 | -3 | -2 | -2.6
Cc1ccc(C)c(NC(=O)Nn2cnnc2)c1 | 0 | -0.6 | -1 | -5 | -1 | 7 | 4 | -2 | 0 | 69 | -0.3
CC1CC(C)CN(CCCNC(=O)CN2C(=O)c3cccnc3Oc3ccccc32)C1 (centres undefined) | -3 | -1.2 | -37 | -8 | -4 | -4 | -17 | -1 | -11 | 50 | -7.1
Further compounds follow.
SMILES | RTF Ca sens inh | LANA DNA inh | PfHsp90 set2 | Keap1 Nrf2 FP | NSD2 HMT inh | Rtt109 HAT inh | PvdQ acylase | RTF Ca sens act | dFosB act | SUMO Mot1 rescue | CDK5 p35 inh
CCOC(=O)N1CCN(C(=O)c2ccc3c(c2)NC(=O)/C(=C\c2cccc(C)c2)S3)CC1 | -3 | 1.4 | -5 | 1 | 1 | -48 | 9 | -10 | 2 | -7 | 1.4
CC(=O)OC(C(=O)NC1CCCCC1)c1ccc(Cl)cc1 (centres undefined) | -4 | -1.6 | -7 | 0 | 2 | -5 | -12 | 1 | -1 | . | -0.9
O=C1C(=Cc2cccs2)Oc2ccccc21 | -8 | -0.8 | 20 | -4 | 2 | 5 | -4 | -3 | -11 | . | 2.8
CNc1c(NS(=O)(=O)c2ccc(Cl)cc2)c(=O)oc2ccccc12 | -2 | 0.6 | 13 | -5 | . | 0 | -8 | 1 | -6 | 0 | -8.9
O=C(NCc1cccs1)C1CCCN1C(=O)Nc1cccc(Cl)c1 (centres undefined) | -10 | -0.4 | 3 | 4 | -1 | 0 | -5 | -1 | 3 | 3 | 3.3
Cc1cc(N2CCCC2=O)cc(C)c1S(N)(=O)=O | -20 | -0.3 | 16 | -1 | . | 3 | -4 | 3 | 1 | -3 | -1.4

High-throughput results (PubChem BioAssay)
